# MCL1 BIM primary: MCL1-BIM-BH3 interaction inhibition (human) | Q07820 | GST-MCL1 / FITC-Bim-BH3 fluorescence polarization | inhibition, % at 10.9 µM | actives 0.68% (n = 320,000) | AID 2057;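 active = inhibition above the mean inhibition of all tested compounds plus 3 SD, set per campaign, cut at about 40% in these data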;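 also: 0% = DMSO wells and 100% = unlabeled Bim-BH3 peptide control; higher means more loss of mP so more displacement of Bim peptide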
# Target sequence (Q07820 whole entry, looked up): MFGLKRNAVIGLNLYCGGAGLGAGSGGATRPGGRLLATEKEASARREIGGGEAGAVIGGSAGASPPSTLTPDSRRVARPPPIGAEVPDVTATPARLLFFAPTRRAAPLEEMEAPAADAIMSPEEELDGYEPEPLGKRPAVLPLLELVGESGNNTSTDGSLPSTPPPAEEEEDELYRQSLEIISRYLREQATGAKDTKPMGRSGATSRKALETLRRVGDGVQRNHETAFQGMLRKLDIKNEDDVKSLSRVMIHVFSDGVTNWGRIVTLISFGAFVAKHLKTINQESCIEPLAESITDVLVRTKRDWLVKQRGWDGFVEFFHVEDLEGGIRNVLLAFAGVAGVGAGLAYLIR
# Yeast superoxide: lowers age-related superoxide in aged yeast cells | S. cerevisiae aged cells, superoxide DHE fluorescence; active compounds read low | superoxide response (% of plate mean), % at 10 µM | actives 0.18% (n = 330,000) | AID 2690;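 active = superoxide response under a set limit, about three screen SD below normal, cut at about 65% in these data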;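 also: yeast aged for seven days with compound at 30 °C before DHE staining; 100% = average MFI of all compound-treated wells on the plate with controls excluded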
# ZTA DNA inh: ZTA (EBV) inhibition in EBNA-1 counter-screen; actives 0.15% (n = 320,000); ZTA-DNA binding, fluorescence polarization; inhibition, % at 11 µM; in the data active = inhibition above about 33%
# MEX-5 binding: C. elegans MEX-5 TCR-2 RNA binding activity | Q9XUB2 | MEX-5/FITC-TCR2 RNA binding, fluorescence polarization; active compounds read low | activity score (negative = inhibition of binding), % at 10 µM | actives 0.38% (n = 300,000);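 active = inhibition past about -25% in most replicates, and total fluorescence under double the plate's negative control median, limit read from the data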;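 also: 0% = DMSO and -100% = 5 µM competing unlabeled TCR2 RNA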
# Fam108B inh: counter-screen for RBBP9 inhibitors: inhibitors of mouse Fam108B. recombinant Fam108B, FP-Rh probe fluorescence polarization. inhibition, % at 9.51 µM. actives 0.33% (n = 300,000);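 active = inhibition above the screen mean inhibition plus 3 SD, computed separately per campaign, cut at about 18% in these data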;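 also: inhibitors lower polarization as less probe binds the enzyme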
# Efflux pump mplx: antifungal efflux pump inhibition, Nile Red retention; S. cerevisiae Candida pump triplex; inhibition, % at 10 µM; actives 0.44% (n = 330,000); AID 485275;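 active = plate passing quality check with inhibition over a set limit, or well fluorescence over plate mean plus 4 SD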;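 also: Nile Red retained in pooled yeast measured as flow cytometry median fluorescence; 0% = buffer negative control and 100% = Enniatin B positive control; higher means more Nile Red kept so more efflux inhibition; some compounds called inactive have numbers as strong as hits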
# GLD-1 RNA inh: GLD-1-TGE RNA interaction inhibition (C. elegans) | actives 0.44% (n = 320,000) | AID 2280 | Q17339 | inhibition, % at 5.96 µM | purified GLD-1 + fluorescein TGE RNA, fluorescence polarization;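 active = percent inhibition above a per-plate cutoff, the plate mean of test compounds plus 3 SD, cut at about 30% in these data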;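 also: 0% = DMSO wells with GLD-1 and probe and 100% = wells lacking GLD-1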
# Target sequence (Q17339 whole entry, looked up): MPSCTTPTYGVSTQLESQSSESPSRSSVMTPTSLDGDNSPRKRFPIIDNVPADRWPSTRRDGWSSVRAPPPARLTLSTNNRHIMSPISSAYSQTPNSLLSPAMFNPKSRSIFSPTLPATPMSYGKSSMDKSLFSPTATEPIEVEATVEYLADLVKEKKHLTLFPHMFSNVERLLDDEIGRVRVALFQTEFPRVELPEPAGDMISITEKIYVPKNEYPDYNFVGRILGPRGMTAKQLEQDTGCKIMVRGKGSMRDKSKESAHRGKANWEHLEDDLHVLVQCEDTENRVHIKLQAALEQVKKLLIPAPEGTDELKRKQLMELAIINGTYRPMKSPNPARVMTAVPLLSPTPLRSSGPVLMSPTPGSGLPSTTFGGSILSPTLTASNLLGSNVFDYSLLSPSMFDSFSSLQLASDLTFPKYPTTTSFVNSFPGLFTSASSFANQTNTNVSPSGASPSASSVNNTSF
# BCLXL inh: blocks human Bcl-xL binding to Bim BH3 peptide | Q07817 | GST-Bcl-xL / FITC-Bim BH3 peptide fluorescence polarization | inhibition, % at 10.9 µM | actives 0.7% (n = 320,000) | AID 2129;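 active = inhibition above the mean of all tested compounds plus 3 SD, cutoff set per campaign, cut at about 30% in these data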;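 also: 0% = DMSO wells and 100% = unlabeled Bim-BH3 peptide competitor; inhibitors lower millipolarization by displacing the labeled peptide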
# Target sequence (Q07817 whole entry, looked up): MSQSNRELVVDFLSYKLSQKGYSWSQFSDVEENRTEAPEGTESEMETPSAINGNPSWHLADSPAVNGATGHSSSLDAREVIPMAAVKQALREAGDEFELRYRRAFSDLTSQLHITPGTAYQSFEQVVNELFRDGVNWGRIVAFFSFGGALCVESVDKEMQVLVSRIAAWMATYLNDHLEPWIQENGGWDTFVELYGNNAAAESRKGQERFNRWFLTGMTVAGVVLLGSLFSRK
# EBNA-1 inhibitor: blocks EBNA-1 binding to DNA. EBNA-1 DNA binding, fluorescence polarization. AID 1950. inhibition, % at 14.8 µM. actives 0.34% (n = 300,000); in the data active = inhibition above about 28%
# Numbers without * were called inactive; x = no result given.
# Start of the data: the first two records as a preview:
SMILES,MCL1 BIM primary,Yeast superoxide,ZTA DNA inh,MEX-5 binding,Fam108B inh,Efflux pump mplx,GLD-1 RNA inh,BCLXL inh,EBNA-1 inhibitor
CCOC(=O)c1c(C)nn(-c2ccc(NC(=O)CSCC(=O)O)cc2)c1C,-2,88,5,-0.4,0,0.0,7,-2,-14
CCN1CCN(c2ccc(S(=O)(=O)N3CCOCC3)cc2NC(=O)COc2ccc(F)cc2Cl)CC1,0,93,-7,-2.4,0,-0.2,4,-4,3

# The list itself, repeating the preview:
SMILES,MCL1 BIM primary,Yeast superoxide,ZTA DNA inh,MEX-5 binding,Fam108B inh,Efflux pump mplx,GLD-1 RNA inh,BCLXL inh,EBNA-1 inhibitor
CCOC(=O)c1c(C)nn(-c2ccc(NC(=O)CSCC(=O)O)cc2)c1C,-2,88,5,-0.4,0,0.0,7,-2,-14
CCN1CCN(c2ccc(S(=O)(=O)N3CCOCC3)cc2NC(=O)COc2ccc(F)cc2Cl)CC1,0,93,-7,-2.4,0,-0.2,4,-4,3
O=C(OC(C(=O)NCc1ccc2c(c1)OCO2)c1ccccc1F)c1ccco1 (centres undefined),5,90,10,-3.0,-2,-0.3,-2,1,11
O=C(CN1CCC(NC(=O)Nc2ccccc2)CC1)Nc1ccc([N+](=O)[O-])cc1,-3,105,2,-1.1,-4,-0.1,2,2,-3
CCOc1ccc(NS(=O)(=O)c2ccc3[nH]c(=O)oc3c2)cc1,3,93,3,-1.0,1,-0.1,-1,2,2
CC(C)[C@H](Nc1ccc(C(F)(F)F)cc1[N+](=O)[O-])C(=O)O,-6,124,-14,x,3,0.0,6,3,-2
Cc1cccc(OCC(=O)O/N=C(\N)Cc2ccc(Cl)cc2)c1,-1,109,-3,-3.4,1,0.1,-2,1,-12
Cc1noc(C)c1C(=O)OCC(=O)/C=C1\N(C)c2ccccc2C1(C)C,5,101,13,-3.3,0,-0.1,5,2,11
COc1ccc(N2CCOCC2)c(NC(=O)c2ccco2)c1,11,100,8,2.2,2,0.1,-4,-2,0
Cc1ccc(S(N)(=O)=O)cc1,-2,119,9,x,x,0.3,-2,-1,x
O=C(N/N=C/c1cc(Br)c(Br)o1)c1cccnc1,126*,92,2,-12,5,0.0,40*,94*,-3
Cc1cccc(/C=C/C(=O)c2ccc(N3CCOCC3)cc2)c1,2,108,-4,-1.5,8,-0.2,3,1,1
Cc1ccc(N2CN(Cc3ccco3)CNC2=S)c(C)c1,1,92,8,-2.0,-3,-0.2,-2,5,9
Cc1cc(C(=O)N/N=C/c2ccc[nH]2)n[nH]1,3,106,-1,-1.4,3,0.1,-9,1,-2
Cc1ccc(S(=O)(=O)n2nc(OC(=O)c3ccccc3C)cc2N)cc1,3,101,4,0.1,3,0.0,1,4,-4
COc1ccc(/C=c2\s/c(=C/C(=O)c3ccc(C)cc3)[nH]c2=O)c(OC)c1,105*,103,5,-18,-3,19*,-36,103*,-2
COc1ccc2[nH]c3c(=O)n(CCCC(=O)NC4CCCCC4C)c(=S)[nH]c3c2c1 (centres undefined),-1,109,-6,-0.7,-6,0.3,-2,-6,-16
COc1ccc(-c2ccc(SCC(=O)c3cccs3)nn2)cc1OC,4,102,13,-1.0,-2,0.1,0,5,7
O=C(NC1CCCC1)C1CCC(CNS(=O)(=O)c2ccc(F)cc2)CC1 (centres undefined),-2,103,-18,-3.6,1,0.2,0,3,8
CC1(C)C=C(c2ccc(C=O)s2)CC(C)(C)N1,9,94,4,-1.2,3,0.0,8,10,6
Cc1nc2c(sc(=S)n2Cc2ccco2)c(=O)n1CC(=O)Nc1ccccc1,1,103,1,-2.2,-22,-0.1,2,-5,-5
CC(=C/c1ccccc1)/C=N/n1c(-c2ccncc2)n[nH]c1=S,-16,112,-1,0.2,-2,-0.2,2,-22,4
C=CCNC(=O)COc1c(C)ccc(C)c1C,4,102,-16,1.8,2,-0.5,-2,4,-3
Clc1c(-c2nnc3n2CCCCC3)sc2ccccc12,4,113,-13,-0.1,0,0.0,5,7,6
COC(=O)N/N=C/c1cc(N=Nc2ccccc2Cl)ccc1O,2,83,-6,-0.1,22*,0.1,1,-2,-10
N#Cc1c(Cc2cccc3ccccc23)nn(CCO)c1N,2,114,-10,-2.7,-1,0.0,-4,5,4
Cc1c(Cl)cccc1NC(=O)NCc1ccc(F)cc1,5,118,7,0.7,-1,0.1,3,2,11
Cn1nccc1C(=O)OCC(=O)Nc1cccc(Cl)c1,1,83,-12,x,x,0.0,2,5,x
CCC(C)(C)c1nnc(NC(=O)c2cccc([N+](=O)[O-])c2)s1,0,120,0,1.5,0,-0.1,6,-2,-12
COc1ccc(NC(=O)C2CCC(CNc3c(N4CCOCC4)c(=O)c3=O)CC2)cc1Cl (centres undefined),5,89,-2,0.5,0,0.0,-1,7,-5
Cc1cc(OCC(=O)OCC(=O)NCc2ccco2)ccc1Cl,-6,118,-2,-1.8,0,-0.1,8,3,-5
CCCCn1c(N)c(N(CC(C)C)C(=O)Cn2c(=O)oc3ccccc32)c(=O)[nH]c1=O,-5,92,4,2.0,0,0.0,8,-5,-3
CCc1noc(C)c1C(=O)Oc1ccc(N(C)S(=O)(=O)c2ccc(C)cc2)cc1,3,109,9,x,x,0.1,-12,6,x
CC(C)OCCCNC(=O)Cn1nc(-c2ccccc2)ccc1=O,2,102,-2,1.9,-2,0.1,13,6,-11
CC(C(=O)NC1CCCc2ccccc21)N1C(=O)C2CCCCC2C1=O (centres undefined),3,100,3,x,x,0.1,-5,-3,x
O=C(c1ccc(Cn2c(=S)[nH]c3ccccc3c2=O)cc1)N1CCN(c2ccccn2)CC1,-5,98,6,0.5,-3,0.0,0,-9,-1
COc1ccc([N+](=O)[O-])cc1NC(=O)Cc1c(Cl)cccc1Cl,-10,73,-5,-5.5,-4,0.0,2,-3,-9
Cc1cc(C(F)(F)F)nn1CC(=O)Nc1cccnc1,1,95,12,-2.9,3,-0.1,-4,0,7
CCOc1ccccc1CN1CCNC(=O)C1CC(=O)NC1CCCCCCC1 (centres undefined),20,122,-2,1.8,-6,-1.0,12,18,-10
Cc1ccc(SCc2[nH]nc3c2C2(C(=O)Nc4ccc(F)cc42)C(C#N)=C(N)O3)cc1 (centres undefined),1,97,6,0.7,1,-0.1,-2,-2,-3
O=C(Oc1ccc(Cl)c2cccnc12)c1ccco1,8,88,-8,-3.6,3,-0.2,1,-4,4
CCCCOC(=O)c1ccc(S(N)(=O)=O)o1,-2,112,-6,-0.4,0,-0.2,2,1,0
CCC(C)C(NC(=O)C1CCC(C)CC1)C(=O)NCc1ccco1 (centres undefined),-6,84,-8,2.1,-1,0.0,-9,0,-13
CC(NC(=O)CN1CCOCC1)c1ccccc1 (centres undefined),-7,97,14,-0.4,0,-0.1,0,6,6
Cc1ccc(OS(=O)(=O)c2cn(C)c(=O)n(C)c2=O)cc1C,-3,87,-1,-0.7,14,-0.1,-3,0,9
COc1cc(SC)ccc1C(=O)N1CCc2ccccc21,-2,104,3,1.2,1,0.2,-4,-3,-9
CCN1C(=O)c2ccccc2Sc2ccc(C(=O)NCCCN(CC(C)C)CC(C)C)cc21,-3,97,6,1.3,-1,0.3,-1,-3,2
O=C(Cc1coc2cc3c(cc12)CCC3)NC1CCCCCCC1,3,97,5,2.8,-2,0.1,1,2,13
CCSc1nnc(NC(=O)c2ccccc2)s1,4,102,-23,-2.7,-4,0.1,3,2,-1
Cc1nnc(SCC(=O)Nc2nccs2)n1N,-1,97,7,-0.9,2,0.0,3,0,-4

# New compounds follow:
SMILES,MCL1 BIM primary,Yeast superoxide,ZTA DNA inh,MEX-5 binding,Fam108B inh,Efflux pump mplx,GLD-1 RNA inh,BCLXL inh,EBNA-1 inhibitor
COc1ccc(S(=O)(=O)N2CCOC23CCN(S(=O)(=O)c2ccc([N+](=O)[O-])cc2)CC3)cc1,3,103,8,-1.8,0,0.2,0,1,-1
O=C(C[n+]1cc(-c2ccc(Cl)cc2)n2c1CCCCC2)c1ccccc1,4,106,-16,-3.5,-2,0.0,4,5,-11
CC(=O)Nc1cccc(NC(=S)Nc2ccc(F)c(Cl)c2)c1,7,94,-3,1.4,1,0.0,7,4,-1
N#Cc1ccc(CN2CCN(CC(=O)NCCc3ccc(Cl)cc3Cl)CC2)cc1,-13,100,-7,0.7,6,0.0,5,-12,6
COc1cccc(N2CCN(C(=O)CCS(=O)(=O)c3ccc4c(c3)oc(=O)n4C)CC2)c1,7,87,-7,0.5,5,-0.1,-6,5,-8
COc1ccccc1C(=O)OCCCN=C1NS(=O)(=O)c2ccccc21,3,106,-2,0.2,0,0.1,1,5,-10
Cc1cc(C)cc(NC(=O)CSc2cc(C(=O)c3nccn3C)c3ccccc3n2)c1,8,97,-2,-0.7,9,0.0,1,5,6
O=C(COC(=O)c1ccc(-c2ccc([N+](=O)[O-])cc2)o1)NC(=O)NC12CC3CC(CC(C3)C1)C2,7,99,9,0.8,-8,-0.1,2,4,-1
O=[N+]([O-])c1ccccc1/C=N/N1CCN(c2ccccn2)CC1,-4,101,8,-3.4,-1,0.1,4,4,12
O=c1[nH]c2ccccc2cc1-c1nnn(-c2ccccc2)n1,-4,97,15,-1.1,5,-0.1,0,7,-1
CCN(CC(=O)NC(C)C)C(=O)[C@@H](NC(=O)c1ccco1)C(C)C,5,96,1,-1.1,-5,0.0,-7,1,-3
Clc1cccc(Cl)c1CSc1nnc(/C=C/c2ccccc2)o1,-9,110,1,0.7,-10,0.1,-3,-1,-6
Cc1ccc(/C=C/C(=O)Nc2ccncc2)o1,5,112,-9,-2.4,-4,0.4,22,12,-1
O=C(CNC(=O)c1ccc2ccccc2c1)NCc1ccccc1F,-2,109,11,0.8,1,0.0,3,1,5
COCCCn1c(SCC(=O)Nc2ccc(C(C)=O)cc2)nc2ccccc2c1=O,-2,109,2,-1.6,1,0.3,-3,-3,-5
O=c1[nH]c(=O)n(C2CCCCCC2)c(O)c1C=NCc1ccc(F)cc1,6,102,9,3.4,1,-0.1,7,4,4
CCO/C=N/c1c(C#N)c(CC#N)nn1-c1ccccc1,7,111,0,-1.4,2,0.1,1,8,17
Cc1ccc(NC(=O)CCNC(=O)c2ccc(Cl)cc2)cc1C,3,107,10,2.8,-1,0.0,9,5,-4
COc1ccccc1CNC(=O)CCCc1ccccc1,6,100,4,0.8,0,0.1,6,5,-6
CCCCC(=O)Nc1cc(NC(=O)CC)ccc1Cl,8,91,5,-1.9,-1,0.0,2,8,7
CC1=C(C(=O)Nc2ccccc2)C(c2cccs2)NC(=O)N1 (centres undefined),-5,94,-19,-0.2,-2,0.0,-8,2,4
Cc1cc(C)n(S(=O)(=O)c2ccc(F)cc2)n1,-7,114,1,2.5,-4,0.1,-4,0,10
CN(C)S(=O)(=O)c1ccc(Cl)c(NC(=O)COC(=O)CNC(=O)c2ccco2)c1,0,110,1,2.8,-4,0.7,1,5,-18
COc1ccc2oc(=N)c(C(=O)Nc3ccc(Cl)cc3)cc2c1,5,98,17,3.9,-4,-0.1,-4,1,1
COC(=O)c1ccc(-c2sc3nc(N4CCOCC4)c4c(c3c2N)CCCC4)o1,-9,106,9,-0.3,7,0.2,-10,-7,3
CCOc1cc(N2CCOCC2)c(OCC)cc1NC1=NCCCCC1,4,89,11,-1.8,1,0.0,6,5,3
Cc1c(C(=O)OCc2ccccc2)nnn1-c1nonc1N,-8,117,3,-2.2,-1,-0.1,0,0,-9

# Given with two lines to a compound: part of the list above
# Values run as follows: MCL1 BIM primary	Yeast superoxide	ZTA DNA inh	MEX-5 binding	Fam108B inh	Efflux pump mplx	GLD-1 RNA inh	BCLXL inh	EBNA-1 inhibitor
COc1ccc([N+](=O)[O-])cc1NC(=O)Cc1c(Cl)cccc1Cl
 : -10	73	-5	-5.5	-4	0.0	2	-3	-9
COc1ccc(N2CCOCC2)c(NC(=O)c2ccco2)c1
 : 11	100	8	2.2	2	0.1	-4	-2	0

# Screens from PubChem BioAssay.
